rTrxR1 inhibitor = inhibitors of rat thioredoxin reductase 1; Potency, µM (highest dose often 114 µM), for inactives: top-dose activity change, negative = inhibition, most hits filed as inhibitors; recombinant rTrxR1, NADPH fluorescence consumption, selenite substrate; AID 588453; hit rate 1% among 390,000; O89049; note: potency is the fitted concentration of half-maximal effect; % is set by controls: 0 for no effect and ±100 for the full control effect; nearly all actives have a fitted effect of over 65% in size
Target sequence (O89049 whole entry, looked up): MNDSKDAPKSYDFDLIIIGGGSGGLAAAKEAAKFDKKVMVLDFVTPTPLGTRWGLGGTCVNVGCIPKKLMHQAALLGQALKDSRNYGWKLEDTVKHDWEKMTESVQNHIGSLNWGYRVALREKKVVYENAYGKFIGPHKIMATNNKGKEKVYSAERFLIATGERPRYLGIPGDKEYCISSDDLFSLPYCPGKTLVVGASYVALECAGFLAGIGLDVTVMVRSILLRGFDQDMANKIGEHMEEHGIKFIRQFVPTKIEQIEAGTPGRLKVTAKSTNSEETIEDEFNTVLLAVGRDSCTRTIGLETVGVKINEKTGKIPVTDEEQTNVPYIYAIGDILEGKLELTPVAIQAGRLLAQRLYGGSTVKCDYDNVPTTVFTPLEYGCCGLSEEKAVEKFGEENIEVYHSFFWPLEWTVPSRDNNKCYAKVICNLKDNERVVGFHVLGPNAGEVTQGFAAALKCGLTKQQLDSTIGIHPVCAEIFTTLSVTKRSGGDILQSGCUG
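Rat TrxR1 (90 nM in the dispensed reagent) was pre-reduced with 400 uM NADPH for 5 min at room temperature, then incubated with compound for 15 min. After 400 uM selenite was added, NADPH fluorescence (Ex 340/Em 450 nm) was followed for 8 min.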
GRP78 ERSR act = induces the endoplasmic reticulum stress response in human glioma cells; U87-MG GRP78 promoter luciferase reporter, 16 h; Potency, µM, for inactives: at the highest dose activation, hits mostly activators; hit rate 0.02% among 420,000; note: potency is the fitted concentration of half-maximal effect; series mostly up to about 76 µM; % of control where 0% means no effect; nearly all actives have a fitted effect of over 35% in size
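Stably transfected U87-MG glioma cells carrying a GRP78-based luciferase sensor; 16 h compound incubation. Luminescence end-point read 10 min after Bright-Glo addition at room temperature.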
USP1 inh = blocks the human USP1/UAF1 deubiquitinase complex | recombinant USP1/UAF1, Ub-Rhodamine cleavage fluorescence | Potency, µM (titrated, usually from 57.1 µM), for the others: top-dose activity change, negative = inhibition, hits mostly inhibitors | hit rate 0.23% among 390,000; note: potency is the fitted concentration of half-maximal effect; % is set by controls: 0 for no effect and ±100 for the full control effect; nearly all actives have a fitted effect of over 60% in size; inactives centre near -12
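USP1/UAF1 complex at 1 nM was preincubated with compound for 15 min at room temperature, then Ub-Rho substrate (150nM final) was added. Fluorescence (480/540 nm) was read kinetically, 6 reads every 60 seconds.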
RGS4 inh = blocks human RGS4-accelerated GTP hydrolysis | Potency, µM (top dose mostly 114 µM), for the others: at the highest dose activity change, negative = inhibition, hits mostly inhibitors | hit rate 0.039% among 390,000 | Transcreener GDP fluorescence polarization, RGS4-accelerated GTP hydrolysis; note: potency is the fitted concentration of half-maximal effect; % is set by controls: 0 for no effect and ±100 for the full control effect; nearly all actives have a fitted effect of over 75% in size; some results filed as inactive show a strong effect at the top dose
Target sequence (P49798 whole entry, looked up): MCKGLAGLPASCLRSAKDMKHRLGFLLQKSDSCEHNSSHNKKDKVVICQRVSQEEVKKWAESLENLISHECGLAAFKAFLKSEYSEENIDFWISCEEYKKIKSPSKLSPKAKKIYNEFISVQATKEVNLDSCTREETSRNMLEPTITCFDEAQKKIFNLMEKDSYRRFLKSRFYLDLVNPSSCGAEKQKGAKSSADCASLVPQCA
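MLSMR compounds (23 nl, pin-transferred) preincubated 10 min at room temperature with a 500nM (2x) first reagent, then RGS4 at 900nM (2x) plus Transcreener GDP mix added; fluorescence polarization (620/688 nm) read before and after 90 min at 30 °C.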
Vif-APOBEC3F blk = Vif-A3F binding inhibition; hit rate 0.2% among 390,000; Potency, µM (doses to about 46.1 µM), for the others: at the highest dose activity, negative = active; HeLa A3F-eYFP + Vif (tagged APOBEC3F with the HIV-1 protein that degrades it), YFP fluorescence increase; note: potency is the fitted concentration of half-maximal effect; % of control where 0% means no effect; nearly all actives have a fitted effect of over 65% in size
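Fluorescence increase (Ex 488/Em 500-530) after overnight compound treatment at 37 deg C flags inhibition of Vif-driven A3F-eYFP loss in stable HeLa A3F-eYFP/Vif cells seeded overnight beforehand.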
TrxR1 substrate = is turned over as a substrate by rat TrxR1. O89049. purified TrxR1 substrate turnover, NADPH consumption readout. Potency, µM (series often up to 114 µM), without a hit: top-dose activity change, negative = substrate turnover. hit rate 0.01% among 390,000. AID 588456; note: potency is the fitted concentration of half-maximal effect; % is set by controls: 0 for no effect and ±100 for the full control effect; nearly all actives have a fitted effect of over 50% in size
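Rat TrxR1, dispensed at 90 nM, was prereduced with 400 uM NADPH (final) for 5 min at ~22 deg C, then incubated with compound 15 min before 400 uM selenite. A first-read NADPH fluorescence drop versus no-compound background flagged substrates.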
IDH1 R132H inh = blocks human mutant IDH1 R132H enzyme; Potency, µM (doses to about 76.6 µM), without a hit: at the top dose activity change, negative = inhibition, usual class: inhibitors; IDH1-R132H enzyme, NADPH consumption, diaphorase/resazurin fluorescence; hit rate 0.093% among 390,000; O75874; note: potency is the fitted concentration of half-maximal effect; % is set by controls: 0 for no effect and ±100 for the full control effect; nearly all actives have a fitted effect of over 65% in size
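IDH1-R132H (0.5 ug/mL dispensed) in pH 7.5 Tris buffer was preincubated 30 min with compound, then given a substrate mix of 0.016 mM NADPH and 2 mM alpha-KG for 80 min at room temperature; remaining NADPH was read by diaphorase/resazurin fluorescence.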
Vif-APOBEC3G blk = blocks the Vif interaction with human APOBEC3G; Q9HC16; HeLa A3G-eYFP + Vif (tagged APOBEC3G with the HIV-1 protein that degrades it), YFP fluorescence, overnight; hit rate 0.076% among 410,000; Potency, µM (titrated, usually from 46.1 µM), without a hit: top-dose activity, negative = active, most hits filed as inhibitors; AID 602310;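 note: potency is the fitted concentration of half-maximal effect; % is set by controls: 0 for no effect and ±100 for the full control effect; nearly all actives have a fitted effect of over 60% in size; hits raise eYFP signal because A3G escapes Vif-driven loss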
Target sequence (Q9HC16 whole entry, looked up): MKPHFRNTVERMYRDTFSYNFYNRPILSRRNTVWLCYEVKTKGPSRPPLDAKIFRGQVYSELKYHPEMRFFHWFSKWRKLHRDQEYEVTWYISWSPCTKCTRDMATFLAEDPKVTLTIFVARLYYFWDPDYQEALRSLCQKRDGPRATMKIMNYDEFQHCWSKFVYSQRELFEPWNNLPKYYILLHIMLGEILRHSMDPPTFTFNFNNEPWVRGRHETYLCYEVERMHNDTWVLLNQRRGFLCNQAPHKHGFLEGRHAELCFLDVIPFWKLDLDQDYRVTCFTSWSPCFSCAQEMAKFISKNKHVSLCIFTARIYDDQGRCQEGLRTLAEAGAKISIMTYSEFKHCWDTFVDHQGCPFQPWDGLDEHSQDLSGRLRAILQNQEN
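HeLa cells stably expressing Vif and C-terminally eYFP-tagged A3G, seeded overnight at 37 deg C, then exposed to compound by pintool overnight at 37 deg C. Rise in yellow fluorescence (Ex 488/Em 500-530, Acumen) marks blocked Vif-driven A3G degradation.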
LDHA inh = inhibitors of human lactate dehydrogenase A | activity change, % (values are at about 110 or 230 µM) | purified LDHA, NADH/diaphorase-resazurin fluorescence; hits give low values | P00338 | hit rate 0.15% among 480,000 | AID 1347041; in the data active = activity change below about -30%; inconclusive = mostly about -25% to -30%;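 note: plate controls were DMSO wells for no effect and wells without enzyme for full effect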
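LDH5 2 nM; NADH 0.06 mM, pyruvate 0.2 mM; 200 mM Tris pH 7.4, EDTA, Tween-20; 5 min RT. Detection: diaphorase 0.133 mg/mL + resazurin 37 µM, fluorescence ex540/em590 at 0 and 20 min; normalized to enzyme-free and DMSO wells.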
The depositor's hits bear a star; ? = inconclusive; nt = no result given; & = joins results of further samples; [ ] = remark or other dose. Unless noted, calls come from the whole dose curve; as a rule, active = well fitted curve in the direction sought with a large enough effect; inconclusive = small, poorly fitted or top-dose-only effect, or another doubt; inactive = no such curve, though single readings can be large; an effect the other way counts as inactive or inconclusive. These rows are one share of the data; the hit share may differ from the screen's.

SMILES	rTrxR1 inhibitor	GRP78 ERSR act	USP1 inh	RGS4 inh	Vif-APOBEC3F blk	TrxR1 substrate	IDH1 R132H inh	Vif-APOBEC3G blk	LDHA inh
CCOc1ccccc1OCCOCCN1CC(C)OC(C)C1 (stereo not drawn)	20%[57.1 µM]	-5%	-10%	1%[11.4 µM]	-1%	3%[57.1 µM]	3%	1%	-15
CCc1cc(C=C(Cl)Cl)oc(=O)c1C	18%[57.1 µM]	-4%	-13%	-13%	-1%	13%[57.1 µM]	-1%	-2%	-6
O=C(c1ccccc1F)N1CCN(S(=O)(=O)c2ccc3c(c2)OCCO3)CC1	21%	-6%	-17%	1%	2%	3%	5%	4%	0
Cc1ccc(CNC(=O)Cn2ccn(-c3ccc(F)cc3)c(=O)c2=O)cc1	24%	-3%	-7%	6%	-1%	9%[11.4 µM]	0%	1%	-12
CN(Cc1ccccc1)C(=O)c1ccc(NC(=O)Cc2ccc(NC(=O)C3CCN(C(=O)C4CCC4)CC3)cc2)cc1	7%	-3%	-7%	-23%	6%	-4%	-11%	-1%	-10
CCC(C)N(C(=O)CCC(=O)Nc1cc(C)on1)C(C(=O)NC(C)(C)C)c1ccccc1Cl (stereo not drawn)	18%[57.1 µM]	1%	-19%	-18%	2%	5%[0.0914 µM]	1%	-3%	-5
COc1cc(NC(=S)NCc2cccnc2)cc(OC)c1OC	-8%	-6%	-9%	-3%	2%	5%	-5%	-7%	0
CC(C(=O)Nc1nncs1)N1C(=O)C2C3C=CC(C3)C2C1=O (stereo not drawn)	-10%	-6%	-19%	-52%	0%	-9%	5%	2%	-1
CCN(CC)S(=O)(=O)c1ccc(OC)c(NC(=O)c2cc(C)on2)c1	20%[57.1 µM]	1%	-16%	5%	5%	3%[57.1 µM]	11%	1%	-4
CCc1nn(CC(=O)NCCc2ccc(S(N)(=O)=O)cc2)c(=O)c2cc3sccc3n12	26%	-2%	-11%	13%	7%	6%	4%	-2%	-10
CCOC(=O)C(=O)Nc1ccccc1C(=O)NCc1ccccc1	5%	10%	6%	-4%	2%	4%	-3%	-3%	-5
O=C(Oc1ccc2c(=O)c(Oc3ccc4ccccc4c3)coc2c1)c1cccnc1	-12%	-2%	-20%	12%	-6%	5%	5%	-3%	4
CCOC(=O)c1ccccc1NC(=O)CCc1c(C)nc2c(c1C)c(=O)n(C)c(=O)n2C	34%	-1%	-14%	-15%	2%	7%	11%	5%	4
O=C(N/N=C/c1ccc2cccc(OCc3ccccc3)c2n1)c1ccc(Br)cc1	47%[activator][57.1 µM]	5%	-20%	-24%	0%	64%[activator][57.1 µM]	-4%	-3%	-7
CCCOc1cccc(C(=O)Nc2cccnc2)c1	22%	2%	?	18%	1%	13%	2%	0%	-4
Cc1ccc(C(=O)Nc2ccc(F)cc2F)o1	8%	2%	-8%	-2%	5%	6%	0%	-4%	-7
CC(=O)Nc1ccc(/C(C)=N/Nc2nc(N3CCOCC3)nc(N3CCOCC3)n2)cc1	29%[57.1 µM]	-1%	0%	?	-6%	-9%	1%	-2%	-8
O=C(NCCCN1CCOCC1)c1cccc(NS(=O)(=O)c2ccc(Br)cc2)c1	8%	-6%	-12%	26%	-9%	2%	-9%	-19%	-9
COc1ccc(OC)c(NC(=O)CSc2nc3nc(C)cc(C)n3n2)c1	10%	-1%	-7%	33%	-12%	-2%	-1%	0%	-8
CCOc1ccc(CNS(=O)(=O)c2ccc3c(c2)CC(C)N3C(C)=O)cc1OC (stereo not drawn)	1%	-3%	9%	-5%	0%	-3%	1%	2%	-1
O=C(C1CCN(S(=O)(=O)N2CCOCC2)CC1)N1CCN(Cc2ccc3c(c2)OCO3)CC1	-1%	-3%	-5%	16%	2%	-5%	1%	3%	-3
Cc1ccc(C)c(Cn2c(=O)n(CCc3ccccc3)c(=O)c3c(C)c(C)sc32)c1	18%	nt	-18%	-3%	nt	5%	nt	nt	-5
Cc1cccc(NC(=O)CN2C(=O)N/C(=C/c3cc(C)n(C(C)C)c3C)C2=O)c1	-31%	-2%	-19%	-19%	2%	-9%	-3%	-2%	5
CCOC(=O)C(Cc1ccccc1)C(=O)c1ccco1 (stereo not drawn)	-4%[57.1 µM]	-4%	-20%	-8%	2%	4%[57.1 µM]	2%	-1%	-3
CCc1ccc(NC(=O)C2CCCN(S(=O)(=O)c3cccnc3)C2)cc1 (stereo not drawn)	25%	3%	-22%	-3%[56.9 µM]	3%	0%	2%	2%	-1
Cc1cccc(C)c1OCC(=O)Nc1nnc(C2CCCO2)s1 (stereo not drawn)	5%	3%	-1%	-11%	-3%	1%	0%	-11%	-4
O=C1CCc2cc(S(=O)(=O)NCc3ccc(Cl)cc3)cc3c2N1CC3	12%	-3%&-4%	-12%&-20%	-8%&0%	-17%&13%	-2%	-8%&11%	0%&7%	-11&1
O=c1cc(-c2ccc([N+](=O)[O-])cc2)c2ccc(O)cc2o1	17%[57.1 µM]	-2%	-3%	25%	-5%	12%[57.1 µM]	3%	-3%	-5
CCOC(=O)c1c(N)sc2c1CCCC2	-10%	-4%	-19%	-43%	-18%	0%	2%	-10%	10
Cc1cc(C)nc(SCC(=O)NN=Cc2ccc(C)o2)n1	-18%	-2%	-3%	-14%	1%	-11%	-3%	-1%	14
O=C(c1cc2c(=O)oc3ccccc3c2s1)N1CCN(c2ccccc2)CC1	6%	-3%	-26%	11%	0%	8%[2.29 µM]	6%	1%	3
CCCCCCC(=O)N=Nc1c(O)[nH]c2ccc([N+](=O)[O-])cc12	3%	-2%	-19%	8%	-9%	-5%	-4%	2%	-3
CCn1c(=S)sc2c(=O)n(CC(=O)Nc3ccccc3C(F)(F)F)c(C)nc21	33%	1%	-11%	16%	-6%	9%	17%	4%	-7
O=C(CNC(=O)c1ccccc1F)Nc1ccncc1	7%[57.1 µM]	-2%	-11%	-4%	-7%	0%[57.1 µM]	-8%	1%	-7
Cc1c(N2C(=O)c3ccccc3C2=O)c(=O)n(-c2ccccc2)n1C	-5%	1%	-1%	14%	-18%	-9%	1%	2%	-4
O=C(O)c1ccc2c(c1)CCCN2	1%[57.1 µM]	-3%	-10%	-15%	5%	6%[57.1 µM]	-1%	-6%	3

Fetched by structure from above (3):
SMILES	rTrxR1 inhibitor	GRP78 ERSR act	USP1 inh	RGS4 inh	Vif-APOBEC3F blk	TrxR1 substrate	IDH1 R132H inh	Vif-APOBEC3G blk	LDHA inh
O=C(O)c1ccc2c(c1)CCCN2	1%[57.1 µM]	-3%	-10%	-15%	5%	6%[57.1 µM]	-1%	-6%	3
COc1cc(NC(=S)NCc2cccnc2)cc(OC)c1OC	-8%	-6%	-9%	-3%	2%	5%	-5%	-7%	0
CCCOc1cccc(C(=O)Nc2cccnc2)c1	22%	2%	?	18%	1%	13%	2%	0%	-4

Next part:
SMILES	rTrxR1 inhibitor	GRP78 ERSR act	USP1 inh	RGS4 inh	Vif-APOBEC3F blk	TrxR1 substrate	IDH1 R132H inh	Vif-APOBEC3G blk	LDHA inh
CC1=NN(C2=NS(=O)(=O)c3ccccc32)C(C)(O)C1 (stereo not drawn)	-10%	-6%	-23%	2%	0%	7%	7%	0%	-4
OCCN(CCO)c1ccc(/C=C/c2ccnc3ccccc23)cc1	-13%	2%	nt	nt	nt	-5%	nt	0%	nt
COc1ccc(NC(=O)/C(N=Nc2ccc(Cl)c(S(=O)(=O)Nc3ccc(Cl)cc3)c2)=C(\C)O)cc1	16%	-3%	-8%	9%	1%	-1%	-16%	2%	-13
Cc1cccc(OCC(=O)Nc2ccccc2N2CCCC2)c1C	-2%	1%	-12%	11%	-2%	-5%	-1%	-23%	6
CCOc1ccc(C(=O)Nc2ccc(S(=O)(=O)Nc3nc(C)cc(C)n3)cc2)cc1OC	2%	-3%	-17%	-20%	1%	-3%	0%	-2%	0
Cc1ccc(CNC(=O)c2oc3ccc(S(=O)(=O)N4CCC5(CC4)OCCO5)cc3c2C)cc1	21%[57.1 µM]	-2%	-19%	-1%[11.4 µM]	-5%	-5%[57.1 µM]	7%	-6%	-1
O=C(O)CCC(=O)Nc1ccc2c(c1)Cc1cc(NC(=O)CCC(=O)O)ccc1-2	1%	-6%	-10%	?	-4%	-5%	1%	0%	-2
COc1ccc(NC(=O)c2ccc(-c3ccc([N+](=O)[O-])cc3)o2)cc1	6%	6%	-16%	-19%	7%	0%	21%	-7%	6

One compound at a time, from the list above:
CCOc1ccc(C(=O)Nc2ccc(S(=O)(=O)Nc3nc(C)cc(C)n3)cc2)cc1OC as listed: rTrxR1 inhibitor: 2%; GRP78 ERSR act: -3%; USP1 inh: -17%; RGS4 inh: -20%; Vif-APOBEC3F blk: 1%; TrxR1 substrate: -3%; IDH1 R132H inh: 0%; Vif-APOBEC3G blk: -2%; LDHA inh: 0
COc1ccc(NC(=O)c2ccc(-c3ccc([N+](=O)[O-])cc3)o2)cc1 as listed: rTrxR1 inhibitor: 6%; GRP78 ERSR act: 6%; USP1 inh: -16%; RGS4 inh: -19%; Vif-APOBEC3F blk: 7%; TrxR1 substrate: 0%; IDH1 R132H inh: 21%; Vif-APOBEC3G blk: -7%; LDHA inh: 6

Compound activity from PubChem.
